High-throughput results: PubChem BioAssay, several laboratories
Hck-Nef inh: blocks Nef-activated human Hck kinase; Recombinant Hck-YEEI plus Nef, Z-Lyte FRET kinase assay; inhibition, % at 20 µM; AID 463187; 220,000 compounds, 0.68% hits;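 active means Hck-Nef kinase inhibition above about 50%, limit read from the data; inactive means inhibition below that limit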;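 further: 0% = DMSO with Hck plus Nef and 100% = Hck alone without Nef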
Runt-SMMHC FRET: Runt domain-CBFb-SMMHC interaction inhibition; Cerulean-Runt/Venus-CBFb-SMMHC FRET ratio 530/480, 1 h; 220,000 compounds, 0.74% hits; AID 1434; inhibition, % at 20 µM; Q01196+Q13951;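 active means mean inhibition across duplicate retests at 20 µM reaching about 50%, limit read from the data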;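 further: 0% = DMSO wells and 100% = wells with excess untagged CBFb-SMMHC; inhibitors lower the FRET ratio by blocking Runt binding to CBFb-SMMHC; some results filed as inactive read as strong as hits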
Target sequence (Q01196 whole entry, looked up, the tested form may be a part): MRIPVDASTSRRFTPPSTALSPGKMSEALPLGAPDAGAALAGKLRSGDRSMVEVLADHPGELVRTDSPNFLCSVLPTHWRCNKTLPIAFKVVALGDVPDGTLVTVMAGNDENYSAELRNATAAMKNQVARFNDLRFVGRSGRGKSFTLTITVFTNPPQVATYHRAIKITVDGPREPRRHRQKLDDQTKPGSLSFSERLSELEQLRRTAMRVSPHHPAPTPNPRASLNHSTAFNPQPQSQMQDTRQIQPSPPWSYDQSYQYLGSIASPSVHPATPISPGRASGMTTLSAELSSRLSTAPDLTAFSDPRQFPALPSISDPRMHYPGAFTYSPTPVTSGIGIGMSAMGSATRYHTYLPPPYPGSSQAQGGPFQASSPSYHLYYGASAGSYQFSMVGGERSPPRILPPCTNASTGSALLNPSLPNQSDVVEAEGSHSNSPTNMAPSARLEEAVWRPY
Target sequence (Q13951 whole entry, looked up, the tested form may be a part): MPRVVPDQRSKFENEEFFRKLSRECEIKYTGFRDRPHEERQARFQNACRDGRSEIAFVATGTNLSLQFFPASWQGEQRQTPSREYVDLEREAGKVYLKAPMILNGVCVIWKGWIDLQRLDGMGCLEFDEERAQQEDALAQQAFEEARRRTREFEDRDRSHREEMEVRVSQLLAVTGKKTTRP
Runt-CBFb FRET: blocks binding of human RUNX1 Runt domain to CBFb | Q01196+Q13951 | Cerulean-Runt/Venus-CBFb FRET ratio 530/480, 1 h | inhibition, % at 20 µM | 220,000 compounds, 0.46% hits | AID 1496;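 active means inhibition over about 50% at 20 µM in the single-dose screen, limit read from the data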;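 further: 0% = DMSO wells and 100% = excess unlabeled CBFb competitor control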
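Assay system: Cerulean-Runt domain / Medium: Tris 50 mM pH 7.5, KCl, K2SO4, 0.01% BSA / Timing: protein complex preformed 1 h, compound exposure 1 h, room temperature, dark / Measured by: FRET, excitation 422 nm, emission at 530 and 480 nm / Evaluation: loss of energy transfer signal / Control set: 5 µM unlabeled CBFb as full-inhibition high control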
PGE2 EP2 inh: blocks the human prostaglandin E2 receptor EP2; P43116; C6 glioma cells expressing human EP2, cAMP TR-FRET; cells stimulated with saturating PGE2; inhibition, % at 25 µM; 260,000 compounds, 0.52% hits;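 active means percent inhibition above 40 after rounding to a whole number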;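 further: rat C6 glioma host cells with rolipram phosphodiesterase inhibitor present; the protocol text gives 20 µM as final concentration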
zVAD death inh: L929 zVAD cell death inhibition; L929 zVAD necroptosis rescue, ATP luminescence, 24 h; with zVAD 60 µM; viability rescue, % at 10 µM; 220,000 compounds, 0.38% hits; AID 1377;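 active means activation, scaled between plate controls, above about 75%, limit read from the data; inactive means activation under that limit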;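 further: 0% = zVAD with DMSO and 100% = DMSO alone without zVAD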
RBBP9 inhibitor: blocks human serine hydrolase RBBP9. AID 1515. recombinant RBBP9, FP-Rh probe fluorescence polarization. 220,000 compounds, 0.2% hits. inhibition, % at 7.94 µM;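 active means inhibition above the campaign mean of all tested compounds plus 3 SD, cut at about 14% in these data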;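 further: plate controls were DMSO wells with RBBP9 for no effect and wells lacking RBBP9 protein for full effect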
Target sequence (O75884 whole entry, looked up): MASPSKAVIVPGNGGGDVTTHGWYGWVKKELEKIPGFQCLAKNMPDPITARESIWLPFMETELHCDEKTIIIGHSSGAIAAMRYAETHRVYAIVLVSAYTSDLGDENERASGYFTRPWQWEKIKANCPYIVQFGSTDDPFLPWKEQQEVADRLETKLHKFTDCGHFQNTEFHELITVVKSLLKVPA
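Test system – recombinant human RBBP9 · Input – RBBP9 2.5 µM in dispensing solution, pre-mixing · Medium – Tris buffer pH 8.0, NaCl, Pluronic · Schedule – preincubation 30 min plus labeling 45 min at 25 °C · Measured by – fluorescence polarization · Measure – % inhibition · Controls – DMSO and no-protein wells · Replicates – one well per compound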
PERK inh: blocks human PERK kinase; AID 1416; Q9NZJ5; CHO PERK-DD fusion, SEAP luminescence translation reporter; 220,000 compounds, 0.17% hits; inhibition, % at 5.6 µM;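 active means inhibition above the mean inhibition of all tested compounds plus 3 SD, set separately per screening campaign, cut at about 2.9% in these data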;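 further: PERK kinase domain activated by AP20187 dimerizer at 100 nM; 0% = DMSO with dimerizer and 100% = rapamycin at 8.4 µM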
TNF necrop inh: blocks TNF-alpha induced death of Jurkat FADD-/- cells; Jurkat FADD-/- TNF necroptosis rescue, ATP luminescence, 24 h; 0 = TNF only, 100 = no-TNF cells; activation (protection from cell death), % at 10 µM; 220,000 compounds, 0.068% hits; AID 463075;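 active means activation, meaning protection from cell death, of at least 50% relative to plate controls; inactive means activation below 50%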;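 further: necroptosis triggered by 40 ng/mL TNF-alpha added together with compound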
EP2 mod: EP2 receptor (human) modulation | induction, % at 25 µM | AID 940 | EP2-expressing cells, cAMP HTRF FRET, PGE2 co-stimulation | 260,000 compounds, 0.83% hits | P43116;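 active means compounds whose cAMP rise, as percent of the full-agonist control response, exceeds 60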;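 further: rat C6 glioma line stably carrying human EP2 under a CMV promoter; the protocol text gives 20 µM as final concentration; 100% = response of wells given 1 µM PGE2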
* hit, by the source's call; . = not tested or not shown; & = joins results of further samples. Some of the compounds tested, so the mix of outcomes need not match the whole.

molecule	Hck-Nef inh	Runt-SMMHC FRET	Runt-CBFb FRET	PGE2 EP2 inh	zVAD death inh	RBBP9 inhibitor	PERK inh	TNF necrop inh	EP2 mod
Cc1cc(C)cc(N(C(=O)CNC(=O)c2ccco2)C(C(=O)NC2CCCC2)c2cccnc2)c1 (stereo unspecified)	0.0	-5.7	-3.9	12.1	0.6	-10.0	-0.3	-1.0	22.8
COc1ccc(-c2noc(Cc3ccccc3OC)n2)cc1	1.6	-3.6	-1.1	-2.9	-0.1	-1.4	0.7	1.5	2.8
O=C(c1ccccc1)N1CCN(c2n[nH]c(=O)[nH]c2=O)CC1	4.0	2.1	0.3	4.1	1.2	-2.5	0.9	-0.1	19.2
Cc1[nH]c2ccc(F)cc2c1CCN1C(=O)OC(C)(C)C1(C)O (stereo unspecified)	8.2	1.5	-0.7	2.7	-0.9	-1.1	-0.1	0.8	-2.8
O=C(O)CCc1ccc(-c2cccs2)n1NC(=O)c1ccc(Cl)cc1Cl	-0.6	30.4	19.1	6.7	-0.7	-11.2	0.2	-1.5	6.0
O=C(CN1CCC(n2nnc3cc(F)ccc32)CC1)NCCc1nc2ccccc2[nH]1	-0.1	0.6	-1.8	10.0	0.0	11.8	0.5	0.3	5.3
Clc1ccc(-c2nn3c(C4COc5ccccc5O4)nnc3s2)cc1 (stereo unspecified)	0.1	5.7	24.7	4.0	-0.2	-1.9	0.1	0.4	18.8
COc1cc(Cn2ccnc2)c(OC)cc1Cn1ccnc1	2.4	1.5	-2.5	9.1	1.2	-13.8	0.9	0.3	2.2
CCOC(=O)n1c(SCC(N)=O)nc2ccccc21	2.6	-7.2	-2.5	12.8	0.3	2.1	0.3	-0.3	2.2
CCOC(=O)NN1C(=O)c2ccccc2NC1c1cccc(O)c1 (stereo unspecified)	0.9	0.9	1.2	8.0	0.4	0.7	0.7	0.8	6.8
Fc1ccc(CSc2ccc3nnc(-c4cccnc4)n3n2)cc1	17.4	-4.3	-0.3	7.8	-0.5	-2.5	1.1	-4.1	-43.8
O=C(CSc1nnc(CNc2ccc(F)cc2)o1)OC1CCCCC1	1.6	-1.9	-1.5	8.7&14.1	0.0	7.1	1.7	0.0	-4.8&36.0
Cc1ccccc1CN(c1ccc(C(=O)Nc2ccccc2C(=O)N2CCCC2)cc1)S(C)(=O)=O	-2.0	2.2	-1.9	7.0	-0.6	5.0	-2.1	0.8	-5.3
Cc1cc(-c2ccc(C(=O)O)s2)cnc1N	-5.5	-1.8	-2.3	7.9	2.8	-4.6	1.4	0.7	-2.2
O=C(O)COc1ccccc1/C=N/NC(=O)CSc1nnc(SCc2ccccc2)s1	17.0	-3.2	-2.5	5.7	0.1	-7.5	0.5	0.6	-15.2
COc1cccc2sc(N(CCCN(C)C)C(=O)COc3ccc(Cl)cc3)nc12	19.7	-2.2	-0.6	5.6	0.4	2.5	0.0	-2.3	-60.4
CCOc1ccc(-c2cc(C(=O)NN=C3CCN(C)CC3)[nH]n2)cc1	3.8	1.0	-0.9	4.6	-0.6	-9.2	-0.1	4.3	-18.9
N#CCCSCc1ccc(OCC(=O)O)cc1	2.0	-6.4	-1.5	9.2	0.2	-3.6	-0.1	-1.8	14.6
CCC(C)NC(=O)C1CCN(S(=O)(=O)N2CCC3(CC2)OCCO3)CC1 (stereo unspecified)	-20.9	-0.2	-0.9	8.0	0.6	-2.9	0.9	1.3	-3.0
Nc1ncncc1-c1ccc([N+](=O)[O-])cc1	0.4	3.1	-0.5	-2.6	0.7	-1.5	0.9	-2.8	-23.3
CCOC(=O)c1nnc(-c2ccc(C)cc2)nc1Sc1ccc(Cl)cc1	-2.4	-0.4	0.9	9.6	-0.5	-6.0	-0.4	-7.0	36.8
COc1ccccc1C(=O)Nc1sc2c(c1C(=O)NCc1ccco1)CCCC2	5.1	-6.7	-2.7	18.4	-0.2	6.0	-1.2	1.8	9.9
O=C(CN1C(=O)/C(=C/c2ccccc2F)Sc2ccccc21)NCc1cccnc1	22.4	-9.3	-6.7	13.6	-0.7	8.2	1.5	1.0	21.5
CCS(=O)(=O)Nc1cccc(C2=NN(S(=O)(=O)c3ccc(C)cc3)C(c3cccs3)C2)c1 (stereo unspecified)	0.2	-4.3	-1.6	2.4	0.6	0.3	0.2	5.1	12.3
NC(=O)C[n+]1cccc(CNC(=O)c2ccc(OC(F)F)cc2)c1	20.8	-3.6	1.4	4.1	1.3	-8.4	0.1	0.9	5.5
O=C(O)c1cccc(NC(=O)c2cc(S(=O)(=O)N3CCOCC3)cs2)c1	20.4	.	.	8.3	1.4	-3.7	0.5	0.6	22.8
CCO[C@@H]1OC(C(=O)N2CCOCC2)=C[C@H](c2coc3ccccc3c2=O)[C@H]1CCCO	12.2	0.5	-0.9	12.2	0.0	-0.7	1.6	1.0	-7.6
N#Cc1c2n(c3c(=O)n(Cc4ccc(Cl)cc4)cnc13)CCCC2	5.1	-0.9	-1.0	6.6	0.1	7.6	-0.9	1.8	17.0
O=C(CSc1nnnn1-c1ccccc1)CC(=O)Nc1ccc(Cl)cc1	0.6	-8.6	-1.1	13.6	1.4	-3.5	0.7	0.7	-10.2
Cc1ccc(NC(=O)C2CCCN(S(=O)(=O)c3c(C)noc3C)C2)nc1 (stereo unspecified)	0.1	-1.4	0.1	19.2	0.3	-1.1	-0.3	-3.6	18.1
O=C(CC1C(=O)NCCN1Cc1ccc(-c2ccccc2)cc1)NCc1ccccc1 (stereo unspecified)	11.1	0.4	-1.3	6.3	-2.2	-17.2	-0.8	1.1	6.9
CC(C)(C)C1CCC(OCC(O)CN2CCN(c3ccccc3)CC2)CC1 (stereo unspecified)	0.5	19.5	-3.1	12.2	-0.2	-20.4	0.4	-0.9	5.1
CCc1ccccc1NC1=NCC(=O)N1Cc1ccc(OC)cc1	-0.1	1.3	-2.1	15.3	0.0	-4.9	0.1	-0.6	40.7
Cc1cc(C)n(C(=O)CN2C(=O)CCC2=O)n1	-7.7	6.1	-0.3	14.3	1.2	-3.5	-0.3	0.6	6.8
CCCCSc1nnc(CCC)n1N	0.4	-1.2	-5.5	0.0	0.2	-2.0	0.6	0.8	20.7
COc1cc(/C=C2\C(=O)ON=C2c2ccccc2)cc(Cl)c1O	26.1	-11.8	-4.9	24.2	3.3	-7.2	-0.6	-5.1	-42.9
O=C1NCC(c2ccccc2)C1C(=O)N/N=C\c1ccc(-c2cccc(Cl)c2Cl)o1 (stereo unspecified)	-6.5	-6.9	-5.7	6.6	-0.2	-7.5	0.5	-2.2	-2.1
Cc1c(C(=O)O)oc2c1/C(=N\O)CCC2	1.1	2.2	0.5	10.1	1.0	-2.2	0.2	0.5	15.1
COc1ccc2c(c1)CC/C(=C\C=C\c1ccccc1OC)C2=O	5.1	3.1	2.7	9.8	-0.4	-7.3	-0.3	-4.4	17.4
COc1cc(NC(=O)c2cccs2)c(C(=O)OCC(=O)NCc2ccccc2)cc1OC	2.5	-1.1	0.2	21.9	0.0	-1.2	0.2	0.9	-3.6
COc1ccc(/C=C/C(=O)Nc2c(C)nn(C)c2C)cc1COc1ccc(Br)cc1	-1.7	-2.8	-2.8	6.1	0.7	-2.1	-0.3	0.2	9.4
Cc1onc(-c2ccccc2)c1C(=O)Nc1ccc2c(c1)OCO2	6.0	-0.6	-2.5	2.3	0.5	-5.0	1.0	-0.9	12.9
CC1=NN(C(=O)Cc2ccccc2)C(O)(c2cccnc2)C1 (stereo unspecified)	-0.7	-7.9	2.9	5.2	0.1	-1.4	0.4	-1.4	3.2
COc1ccc(N/N=C(\C#N)C(=N)N2CCOCC2)cc1	18.6	-5.6	.	1.1	2.0	-4.0	-0.5	2.3	-30.2
CC1CC(CCN)(c2ccccc2)C(C)CN1C (stereo unspecified)	17.4	0.0	0.1	10.8	0.5	0.7	2.4	1.3	-2.9
O=C(O)c1ccc2c(c1)N(Cc1ccccc1F)C(=O)c1ccccc1S2=O (stereo unspecified)	20.4	2.8	-0.7	15.0	0.0	-7.9	-0.2	-0.6	13.2
CC1CCCN(c2nc3c(c(=O)[nH]c(=O)n3C)n2Cc2ccccc2Cl)C1 (stereo unspecified)	17.4	-3.5	-2.5	9.6&6.5	-0.1	0.1	0.3	-4.7	51.0&46.6
CCOc1ccccc1NC(=O)CSc1nnnn1-c1ccc(C(=O)OC)cc1	0.3	-0.3	-1.1	6.0	77.5*	-11.8	-0.3	-2.7	-28.6
CC(C)NC(=O)c1cc(C(=O)c2cc(Cl)ccc2O)coc1=N	0.6	1.6	-3.5	8.9	0.3	1.8	-0.5	0.6	4.2
Cc1cnc(NC(=O)CSc2nnc(CNc3ccc(F)cc3)n2CC2CCCO2)s1 (stereo unspecified)	1.5	-4.1	-0.7	8.5	-0.1	-5.3	0.0	-1.2	-4.5&23.8

Next section
molecule	Hck-Nef inh	Runt-SMMHC FRET	Runt-CBFb FRET	PGE2 EP2 inh	zVAD death inh	RBBP9 inhibitor	PERK inh	TNF necrop inh	EP2 mod
CCc1cc(OCCCSc2nc(C)cc(=O)[nH]2)ccc1Cl	-20.6	-1.2	-6.6	8.3	0.0	-6.2	0.0	-2.0	36.5
COCCNC(=O)C(=O)Nc1ccc(Br)cc1	5.1	2.6	1.7	4.3	-0.4	-8.6	0.7	-1.4	-0.2
CCOC(=O)c1sc(NC(=O)Cn2nnc3sc4c(c3c2=O)CCCC4)nc1C	0.6	0.6	-2.3	10.5	-0.2	-3.1	1.5	-1.6	-9.6
CCCCc1ccc(-c2nc(NC(=O)C3C4CCC(O4)C3C(=O)O)sc2C)cc1 (stereo unspecified)	1.1	1.0	-1.6	13.7	-0.2	8.2	0.7	-1.3	-23.7
COc1ccc(N(C(=O)c2cccc([N+](=O)[O-])c2)S(=O)(=O)c2ccc3c(c2)n(C)c(=O)n3C)cc1	-1.5	-8.7	-1.2	4.0	-0.5	0.6	0.3	-10.2	-18.4
COCC(C)NC(=O)NC(=O)c1ccc(Cl)cc1 (stereo unspecified)	2.5	1.0	0.0	3.3	0.1	-6.5	0.6	-1.6	-4.6
CCN(c1ccc(F)cc1)S(=O)(=O)c1ccc2[nH]cc(C(=O)NCCCN3CCOCC3)c(=O)c2c1	-8.5	2.8	-0.2	2.4	0.2	-12.3	1.4	3.3	-0.8
